STAT1 act = STAT1 signaling activators, primary screen, cell-based, HTS, luciferase reporter; NIH 3T3 STAT1-luciferase reporter, IFN-gamma, luminescence; 100% = IFN-gamma alone, no compound; activation (% of control), % at 5.5 µM; 200,000 tested, 2.6% active; AID 932, 2007;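 active = activation above the screen-wide mean activation plus 3 SD, cut at about 130% in these data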;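 note: raw ratio to IFN-gamma control signal so 100% means no change and 0% no light; values of inactives mirror those of a sister screen read the other way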
APP transl inh = inhibitors of APP translation via 5'UTR reporter, primary screen, APP 5'UTR luciferase, SH-SY5Y cells | inhibition, % at 2 µM | 190,000 tested, 0.82% active | SH-SY5Y APP 5'UTR-luciferase reporter, luminescence;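 active = inhibition above a set limit, derived from the sample mean plus 3 SD, cut at about 45% in these data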; note: values of inactives mirror those of a sister screen read the other way
NF-kB neuron act = activators of NF-kB expression in neurons, primary screen, cell-based, HTS. 190,000 tested, 1.6% active. human neuronal cells, NF-kB reporter expression; active compounds read high. fold change at 12.5 µM. AID 1239, 2008; in the data active = fold change above about 3.3
FLuc stim CS = FLuc activators, initial screening, artefact control for FLuc-dependent activation tests, biochemical, ATPlite luminescence | Luciferin 4-monooxygenase (Photinus pyralis), P08659 | ATPlite luciferase biochemical, 10 min; 0 = ATP-free wells, 1 = DMSO control | activation factor at 10 µM | 200,000 tested, under 10 active;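 active = luciferase activation factor, scaled between plate controls, of at least 2 with compound at 10 µM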
Target sequence (P08659 whole entry, looked up): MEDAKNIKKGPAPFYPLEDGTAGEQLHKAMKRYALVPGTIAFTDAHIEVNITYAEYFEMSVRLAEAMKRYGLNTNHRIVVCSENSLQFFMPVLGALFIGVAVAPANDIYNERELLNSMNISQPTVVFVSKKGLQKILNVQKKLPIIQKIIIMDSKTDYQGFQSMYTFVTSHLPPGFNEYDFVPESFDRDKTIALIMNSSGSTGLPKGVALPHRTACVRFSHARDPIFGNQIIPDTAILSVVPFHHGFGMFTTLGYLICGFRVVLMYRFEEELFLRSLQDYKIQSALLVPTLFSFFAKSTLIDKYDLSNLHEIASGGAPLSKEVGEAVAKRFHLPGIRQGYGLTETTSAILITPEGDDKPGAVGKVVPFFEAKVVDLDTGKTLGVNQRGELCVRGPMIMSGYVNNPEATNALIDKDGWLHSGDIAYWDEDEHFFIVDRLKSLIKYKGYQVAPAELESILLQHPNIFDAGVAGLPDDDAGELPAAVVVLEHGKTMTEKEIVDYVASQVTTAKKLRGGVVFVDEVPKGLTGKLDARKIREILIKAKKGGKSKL
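Assay system: Luciferase/luciferin detection reagent, cell-free biochemical luciferase assay / Also added: ATP substrate / Schedule: 10 min at ambient temperature / Measured by: luminescence measurement of luciferase light output / Benchmarks: low control with PBS replacing ATP, high control enzyme plus ATP without compound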
Diaph act CS = compounds boosting diaphorase resazurin reduction – biochemical, uHTS, resorufin fluorescence, counter-screen for diaphorase-coupled primary assays, primary screen | activation factor at 20 µM | 190,000 tested, 0.005% active | Diaphorase/resazurin coupled assay, 16 min; active compounds read high; 1 = vehicle wells, 0 = NADH-free wells | AID 1229, 2008;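 active = diaphorase activity raised at least twofold by the compound at 20 µM; inactive = activation factor below 2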
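Test system: Clostridium kluyveri diaphorase, purified enzyme; input: enzyme 0.07 U/mL final; buffer or medium: 50 mM HEPES pH 7.4 with 4.542 mM MgCl2, 0.005% Tween 20; also added: 0.114 mM NADH and 0.1 mM resazurin, final amounts; schedule: 16 min enzyme reaction, ambient temperature; technique: fluorescence of resorufin, 544 nm excitation, 590 nm emission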
TLR4-MyD88 BLA = inhibitors of TLR4-MyD88 association in cells, primary screen, cell-based, HeLa CL3-4, BLA complementation, FRET ratio | Toll-like receptor 4 (Homo sapiens) + Myeloid differentiation primary response protein … | AID 861, 2007 | HeLa CL3-4 TLR4/MyD88 BLA complementation | inhibition, % at 8.4 µM | 200,000 tested, 0.18% active; in the data active = inhibition above about 25%;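 note: 0% = vehicle and 100% = reference inhibitor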
G6PDH counter = L. mesenteroides G6PDH inhibitors, counter-screen for G6PDH-coupled screening assays, biochemical, Leuconostoc mesenteroides enzyme; glucose-6-phosphate dehydrogenase [Leuconostoc mesenteroides]; Purified L. mesenteroides G6PDH, diaphorase/resazurin coupled fluorescence, 45 min; inhibition, % at 5 µM; 200,000 tested, 0.12% active; in the data active = inhibition above about 50%
Diaph inh CS = diaphorase inhibitors and chemical oxidizers, primary screen, counter-screen for diaphorase-coupled primary assays, biochemical, uHTS, resorufin fluorescence; diaphorase resazurin-to-resorufin fluorescence, NADH, 16 min; bacterial (C. kluyveri) enzyme, not human; inhibition, % at 20 µM; 190,000 tested, 0.69% active;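 active = primary screen inhibition at 20 µM above a set limit, cut at about 50% in these data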;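 note: plate controls were DMSO with full reaction for no effect and wells lacking NADH for full effect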
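controls = No-NADH positive control and DMSO neutral control | system = Clostridium kluyveri diaphorase enzyme | timing = reaction incubation of 16 min at room temperature | signal = resorufin fluorescence 544/590 nm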
FLuc inh counter = firefly luciferase enzyme inhibitors, primary screen, artefact control for luciferase-based inhibitor screens, biochemical, luminescence, ATPLite; inhibition, % at 10 µM; 10 min; 200,000 tested, 1.5% active; Luciferin 4-monooxygenase (Photinus pyralis), P08659;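 active = inhibition above about 50% when tested at 10 µM, limit read from the data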
APP 5'UTR act = activators of APP 5'UTR luciferase reporter, primary screen, SH-SY5Y cells. activation, % at 2 µM. 190,000 tested, 1% active. SH-SY5Y APP 5'UTR luciferase reporter, luminescence; zero percent = DMSO vehicle wells;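 active = activation above a set limit, based on mean plus 3 SD of controls, cut at about 140% in these data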; note: values of inactives mirror those of a sister screen read the other way
* marks the source's active call; other numbers are inactive results; x = not tested or not shown.

canonical_smiles,STAT1 act,APP transl inh,NF-kB neuron act,FLuc stim CS,Diaph act CS,TLR4-MyD88 BLA,G6PDH counter,Diaph inh CS,FLuc inh counter,APP 5'UTR act
O=C1CCCC2=C1C(c1c(Cl)nc3sccn13)C1=C(CCCC1=O)N2,x,x,x,1,0.9,x,-2,9,-2,x
O=C(c1cccc(NS(=O)(=O)c2cccc([N+](=O)[O-])c2)c1)N1CCOCC1,100,-14,1.1,1.1,1.1,-7,7,-10,-6,14
COc1ccccc1CCc1nnc(CCC(=O)NC(C)Cc2ccsc2)o1 (centres undefined),99,5,1.1,1.1,1.1,-1,13,-10,-5,-5
COCCn1c(=O)[nH]c2cc(C(=O)NCCN3CCN(c4ccccc4)CC3)ccc2c1=O,106,2,0.88,1.1,0.9,7,1,6,-9,-2
COC(=O)C1=C(C)NC(=O)CC1c1cc2c(cc1Br)OCO2 (centres undefined),100,-4,1.1,1.1,0.9,-4,7,14,-11,4
COc1ccc(C2C(CN3CCOCC3)C(=O)N2c2ccccc2)cc1 (centres undefined),102,9,1.2,1,1,-1,7,4,-5,-9
COC(=O)Cn1c(=O)oc2ccc(C)cc21,105,15,0.95,1,0.9,-16,8,14,-1,-15
CC(=O)Nc1ccc(S(=O)(=O)NCC2CCC(C(=O)N3CCN(c4ccccn4)CC3)CC2)cc1 (centres undefined),99,2,1,1.1,0.9,-3,9,10,-8,-2
CCOc1ccc(Br)cc1S(=O)(=O)Nc1ccc(C(=O)Nc2ccc(C)cc2)cc1,100,9,0.96,1.1,0.9,7,10,12,-7,-9
CCOC(=O)c1ccc(NC(=O)C(=O)NCc2ccco2)cc1,107,-21,1.2,1,1,0,4,2,-1,21
CCn1nc(C)c(CN2CCN(Cc3ccc(OC)c(C)c3C)C(CCO)C2)c1C (centres undefined),99,-3,1.2,1.1,0.9,-7,4,8,-7,3
CCCC[C@@H]1C[C@H]1[C@@H](NC(=O)c1cccs1)c1ccc(Cl)cc1,94,4,1.1,1,0.7,3,13,28,-5,-4
Cc1c(N=C2NC(=O)/C(=C/c3cccc([N+](=O)[O-])c3)S2)c(=O)n(-c2ccccc2)n1C,103,12,1.1,1,0.7,-1,14,30,-3,-12
O=C(/C=C/c1ccc(S(=O)(=O)NCc2ccco2)cc1)N1CCN(c2ccccc2)CC1,90,-19,0.66,1,1,-6,7,0,-3,19
O=C(O)CCC(=O)N1N=C(c2ccccc2)CC1c1ccc2nccnc2c1 (centres undefined),109,-13,1.3,1,0.9,10,-14,6,-1,13
COC(=O)c1cc(C(=O)OC)n(Cc2ccc(Br)cc2)n1,98,2,1.2,1.1,0.9,-15,-8,10,-5,-3
O=C(Nc1cccc(-c2cn3cccnc3n2)c1)c1ccco1,109,14,0.86,1,1,13,-5,1,2,-14
N#C/C(=C/C=C/c1ccccc1)C(=O)Nc1ccccc1,80,-13,1.4,1,1,-5,4,-1,-3,13
O=C(O)CCCCOn1ccnc1,90,-10,0.98,1,1,0,15,4,1,10
CC(C)(C)SCCNC(=O)/C=C/c1cccc([N+](=O)[O-])c1,111,-19,0.96,1,0.9,-6,8,10,-1,19

Looked up above.
Under NF-kB neuron act, `COC(=O)c1cc(C(=O)OC)n(Cc2ccc(Br)cc2)n1` has 1.2
Under Diaph act CS, `CCn1nc(C)c(CN2CCN(Cc3ccc(OC)c(C)c3C)C(CCO)C2)c1C` (centres undefined) has 0.9
Under Diaph act CS, `COc1ccc(C2C(CN3CCOCC3)C(=O)N2c2ccccc2)cc1` (centres undefined) has 1
Under STAT1 act, `COCCn1c(=O)[nH]c2cc(C(=O)NCCN3CCN(c4ccccc4)CC3)ccc2c1=O` has 106
Under APP transl inh, `O=C(Nc1cccc(-c2cn3cccnc3n2)c1)c1ccco1` has 14

Grouped by structure, the entries above with a COOH group.
canonical_smiles,STAT1 act,APP transl inh,NF-kB neuron act,FLuc stim CS,Diaph act CS,TLR4-MyD88 BLA,G6PDH counter,Diaph inh CS,FLuc inh counter,APP 5'UTR act
O=C(O)CCC(=O)N1N=C(c2ccccc2)CC1c1ccc2nccnc2c1 (centres undefined),109,-13,1.3,1,0.9,10,-14,6,-1,13
O=C(O)CCCCOn1ccnc1,90,-10,0.98,1,1,0,15,4,1,10

(next part)
canonical_smiles,STAT1 act,APP transl inh,NF-kB neuron act,FLuc stim CS,Diaph act CS,TLR4-MyD88 BLA,G6PDH counter,Diaph inh CS,FLuc inh counter,APP 5'UTR act
Cc1ccccc1C(=O)N/N=C1/SCC(=O)N1Cc1ccccc1,95,-18,1.1,1.1,0.8,-3,10,22,-11,18
COCCn1nnnc1C(c1ccc2ncccc2c1)N1CCc2ccccc21 (centres undefined),93,4,1.1,1.1,0.9,-10,3,14,-14,-4
CCOc1cc(/C=N/NC(N)=O)cc(Br)c1OCC(=O)Nc1cccc2ccccc12,100,-4,0.26,1.1,0.8,-10,0,16,-10,4
Cc1nn(Cc2ccccc2)c(C)c1/C=N/NC(=O)CNc1cccc(C(F)(F)F)c1,101,2,0.8,1,0.8,-4,2,20,-2,-2
COC(=O)c1[nH]c2cccc(OC)c2c1NC(=O)C(C)N1CCC(C)CC1 (centres undefined),98,66*,0.83,1,0.9,-1,6,5,0,-66
c1ccc(-c2nc(NCc3ccco3)c3ccccc3n2)nc1,96,-2,0.85,1,0.9,-1,20,9,2,2
CC1(c2ccccc2)NC(=O)N(CCN2C(=O)c3ccccc3C2=O)C1=O (centres undefined),98,14,1.2,1,0.8,7,-2,15,-4,-14
CCCCCCc1cc2cc(C(=O)NC)c(=N)oc2cc1O,98,-12,1.1,1,0.8,-6,7,18,-4,12
COc1ccc(S(=O)(=O)N(CC(=O)NC(C)C)Cc2ccccc2)cc1,100,8,0.99,1.1,0.9,-5,11,9,-5,-8
COCCN(C(=O)CSc1nnc(-c2ccccc2F)n1C)c1c(N)n(Cc2ccccc2)c(=O)[nH]c1=O,106,-5,0.93,1,1,12,-10,3,-5,5
COc1ccccc1/C=C/C=N/n1c(-c2ccncc2)n[nH]c1=S,100,3,1.2,0.5,0.3,1,5,65*,50,-3
Cc1cccc(-c2nnc(NC(=O)c3cccs3)s2)c1,106,-44,1.6,0.9,0.9,-11,16,5,14,44
O=C(NCCO)c1cccc2c1C(=O)c1ccccc1-2,99,-8,1.2,1,1.1,-12,9,-12,-2,8
O=C(Cc1csc(-c2ccccc2)n1)NCc1ccccc1F,109,15,1.1,1,0.9,-6,4,7,2,-15
COc1ccc(C2C(C(C)=O)=C(C)N=c3s/c(=C\c4ccco4)c(=O)n32)c(OC)c1 (centres undefined),93,6,0.82,1,0.5,-9,6,46,-3,-6
Clc1ccc(-c2nc3ccccn3c2CN2CCCCC2)cc1,93,-20,0.75,1,0.9,-9,0,8,-3,20
CCc1nc2sc(C)c(C)c2c(=O)n1CCO,108,-17,1,1.1,0.9,-12,-10,10,-6,17
CNC(=O)c1ccccc1NC(=O)c1ccc(C)c(S(=O)(=O)N2CCCCC2)c1,91,-1,1.4,1,0.8,-7,-2,20,2,1
O=C(CNS(=O)(=O)/C=C/c1ccccc1)OC1CCOC1=O (centres undefined),102,-15,0.92,1.1,1,-6,15,0,-5,15
C=CCN1C(=O)C(CCCC)NC1=S (centres undefined),100,14,1,1.2,1.1,11,-2,-13,-23,-14
Cc1ccc(N)cc1CN1CCCC1=O,102,2,1,1,0.8,0,16,15,-2,-2
CCOC(=O)CC(=O)CSc1nc(-c2ccc3c(c2)OCO3)cc(C(F)(F)F)c1C#N,93,-11,1.2,1,1,7,3,-1,-1,11
COc1ccc(Cc2noc(CN3CCN(Cc4csc(C)n4)CC3)n2)cc1OC,91,1,1.3,1.1,0.9,-2,4,5,-10,-1
Clc1ccc(OC2CCN(Cc3nc(CC4CC4)no3)CC2)cc1,95,-8,1.1,1.1,0.9,12,-2,8,-8,8
O=C(NCCCCc1ccccc1)c1cccc([N+](=O)[O-])c1,94,-20,1.1,1,0.8,6,10,15,-5,20
Cc1ccc(S(=O)(=O)N2CCC(=O)N(C(COCc3cccc(C(F)(F)F)c3)C(C)C)CC2)cc1 (centres undefined),99,0,0.63,1,0.8,-6,20,17,1,0
O=C(Nc1ccc(Br)cn1)c1cccc(-c2cc3ccccc3oc2=O)c1,144*,-59,2.1,1,0.9,10,-2,8,-3,59
CCN1CC(CN(C)Cc2cn(-c3cccc(C)c3)nc2-c2cccc(F)c2)CC1=O (centres undefined),99,-14,0.55,1,0.8,-11,8,20,-5,14
Cn1c(SCc2ccccc2)nnc1-c1ccco1,119,-41,1.9,0.9,1,-7,-5,-2,8,41
Cc1ccc(NC(=O)CSc2nnc3ccccn23)cc1S(=O)(=O)N1CCOCC1,99,21,1.1,1,0.9,1,4,11,-4,-21
O=C(c1ccc2ccccc2c1)c1c[nH]cc1-c1ccccc1,108,8,1.1,1,0.8,-19,4,22,-4,-8
Cc1ccc(S(=O)(=O)N2Cc3ccccc3CC2C(=O)Nc2ccc3c(c2)OCO3)cc1 (centres undefined),105,-16,1.2,1,0.8,-6,1,19,1,16
Cc1ccc(NC(=O)c2cc([N+](=O)[O-])ccc2N2CCCC2)cc1,94,-8,1.5,1,0.9,-8,11,11,-1,8
O=C(NCCN1C(=O)C2C3C=CC(C3)C2C1=O)NCc1ccccc1 (centres undefined),96,x,0.94,1,1.1,-1,11,-14,-5,x
COc1ccc2oc(=O)c(C(=O)C[n+]3cccc(C)c3)cc2c1,95,-13,1.1,1.1,0.5,4,22,49,-6,13
COCCN1C(=O)c2cc(C(=O)Nc3ccc(C)c(F)c3)ccc2C1Nc1ccc(C)c(F)c1 (centres undefined),106,-26,1.2,1,1.1,-3,18,-9,-5,26
O=C(COc1ccc(S(=O)(=O)Nc2ccccc2)cc1)NCc1ccncc1,105,14,0.83,1,0.7,-4,4,35,-1,-14
Cc1cc(C)nc(N2CCN(c3ncnc4c3cnn4Cc3ccc(Cl)cc3Cl)CC2)n1,x,x,x,1,0.9,x,1,7,-5,x
CCCSc1cc(N2CCN(C)CC2)nc(-c2ccc(OC)cc2)n1,97,5,1.1,1,0.9,-13,-1,12,-3,-5
C(#CCN1CCC(Cc2ccccc2)CC1)COCCOCc1ccccc1,97,26,0.89,1,1,16,8,-4,0,-26
